MCL1-BIM inh = MCL1-BIM-BH3 interaction inhibition (human); Q07820; GST-MCL1 / FITC-Bim-BH3 fluorescence polarization; inhibition, % at 10.9 µM; 320,000 compounds, 0.68% hits;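 active = inhibition above the mean inhibition of all tested compounds plus 3 SD, set per campaign, cut at about 40% in these data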;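 also: 0% = DMSO wells and 100% = unlabeled Bim-BH3 peptide control; higher means more loss of mP so more displacement of Bim peptide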
Target sequence (Q07820 whole entry, looked up): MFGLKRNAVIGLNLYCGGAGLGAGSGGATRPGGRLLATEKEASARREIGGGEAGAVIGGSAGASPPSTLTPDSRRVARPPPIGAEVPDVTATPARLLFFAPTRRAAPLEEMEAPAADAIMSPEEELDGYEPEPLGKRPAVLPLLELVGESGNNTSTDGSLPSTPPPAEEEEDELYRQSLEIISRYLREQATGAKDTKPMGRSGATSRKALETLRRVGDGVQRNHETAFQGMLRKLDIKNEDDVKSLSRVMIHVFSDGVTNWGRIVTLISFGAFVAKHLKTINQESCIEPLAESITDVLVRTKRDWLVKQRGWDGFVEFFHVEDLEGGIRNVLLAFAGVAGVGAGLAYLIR
Fam108B counter = Fam108B inhibition, counter-screen for RBBP9 inhibitors | inhibition, % at 9.51 µM | 300,000 compounds, 0.33% hits | AID 1947 | recombinant Fam108B, FP-Rh probe fluorescence polarization;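 active = inhibition above the screen mean inhibition plus 3 SD, computed separately per campaign, cut at about 18% in these data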;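 also: inhibitors lower polarization as less probe binds the enzyme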
Bcl-xL primary = inhibitors of human Bcl-xL; Q07817; inhibition, % at 10.9 µM; 320,000 compounds, 0.7% hits; GST-Bcl-xL / FITC-Bim BH3 peptide fluorescence polarization;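 active = inhibition above the mean of all tested compounds plus 3 SD, cutoff set per campaign, cut at about 30% in these data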;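 also: 0% = DMSO wells and 100% = unlabeled Bim-BH3 peptide competitor; inhibitors lower millipolarization by displacing the labeled peptide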
pPAFAH inh = inhibitors of human plasma PAF acetylhydrolase (pPAFAH) | Q13093 | recombinant pPAFAH, FP-rhodamine probe fluorescence polarization | inhibition, % at 3.39 µM | 330,000 compounds, 1.5% hits;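 active = inhibition above the mean inhibition across the screen plus 3 SD, cut at about 25% in these data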;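 also: inhibitors block binding of the rhodamine activity-based probe so polarization drops; 0% = enzyme with DMSO and 100% = wells lacking pPAFAH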
Target sequence (Q13093 whole entry, looked up): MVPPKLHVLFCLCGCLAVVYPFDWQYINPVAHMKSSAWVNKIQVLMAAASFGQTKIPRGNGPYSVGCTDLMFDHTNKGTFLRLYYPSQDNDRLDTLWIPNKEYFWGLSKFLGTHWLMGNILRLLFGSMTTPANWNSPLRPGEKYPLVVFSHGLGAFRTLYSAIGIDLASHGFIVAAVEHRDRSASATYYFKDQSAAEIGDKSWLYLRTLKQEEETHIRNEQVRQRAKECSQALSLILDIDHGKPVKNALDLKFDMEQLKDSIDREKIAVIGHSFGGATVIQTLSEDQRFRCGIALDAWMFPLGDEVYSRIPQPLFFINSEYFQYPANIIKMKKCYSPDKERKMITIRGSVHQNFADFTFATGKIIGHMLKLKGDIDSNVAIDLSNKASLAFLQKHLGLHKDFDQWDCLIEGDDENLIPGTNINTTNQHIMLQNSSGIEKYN
PAFAH1B2 FP inh = PAFAH1B2 (human) inhibition | P68402 | recombinant PAFAH1B2, FP-rhodamine activity probe, fluorescence polarization | inhibition, % at 3.39 µM | 340,000 compounds, 1.2% hits | AID 492953;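 active = inhibition above the mean of all tested compounds plus 3 SD, cut at about 24% in these data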;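 also: 0% = enzyme with DMSO and 100% = wells lacking PAFAH1B2; many of its hits are not listed in these tables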
Target sequence (P68402 whole entry, looked up): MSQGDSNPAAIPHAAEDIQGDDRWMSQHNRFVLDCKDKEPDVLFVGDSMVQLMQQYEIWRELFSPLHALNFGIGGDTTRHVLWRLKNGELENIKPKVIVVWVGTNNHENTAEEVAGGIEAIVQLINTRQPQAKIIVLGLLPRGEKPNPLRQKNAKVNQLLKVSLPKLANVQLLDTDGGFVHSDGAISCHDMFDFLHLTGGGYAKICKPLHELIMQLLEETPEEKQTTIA
PME-1 primary = PME-1 (human) inhibition; Q9Y570; inhibition, % at 5.9 µM; 320,000 compounds, 0.53% hits; recombinant PME-1, FP-Rh probe fluorescence polarization;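 active = inhibition above the campaign mean of all compounds plus 3 SD, cut at about 26% in these data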;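 also: competitive labeling of PME-1 active site by serine hydrolase directed probe; 0% = PME-1 with DMSO and 100% = wells lacking PME-1 enzyme; inhibitors block probe labeling so polarization falls and inhibition rises; many of its hits are not listed in these tables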
AHR activator = activates the human aryl hydrocarbon receptor; AHR-responsive luciferase reporter cells, luminescence; activation, % at 5 µM; 320,000 compounds, 2.5% hits; in the data active = activation above about 47%;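 also: 0% = vehicle wells and 100% = reference agonist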
MEX-5 binding = C. elegans MEX-5 TCR-2 RNA binding activity. 300,000 compounds, 0.38% hits. MEX-5/FITC-TCR2 RNA binding, fluorescence polarization; stronger effect = lower value. activity score (negative = inhibition of binding), % at 10 µM. Q9XUB2;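 active = inhibition past about -25% in most replicates, and total fluorescence under double the plate's negative control median, limit read from the data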;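 also: 0% = DMSO and -100% = 5 µM competing unlabeled TCR2 RNA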
GLD-1 TGE inh = GLD-1-TGE RNA interaction inhibition (C. elegans); inhibition, % at 5.96 µM; purified GLD-1 + fluorescein TGE RNA, fluorescence polarization; 320,000 compounds, 0.44% hits; Q17339;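 active = percent inhibition above a per-plate cutoff, the plate mean of test compounds plus 3 SD, cut at about 30% in these data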;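 also: 0% = DMSO wells with GLD-1 and probe and 100% = wells lacking GLD-1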
* = called active by the depositor; x = no result given.

1) Cc1nc2ccccc2c2oc(C(=O)NCC3COc4ccccc4O3)cc12 (stereo unspecified)
2) C[C@H](CO)N1C[C@H](C)[C@@H](CN(C)S(C)(=O)=O)Oc2ccc(NC(=O)CCC(F)(F)F)cc2C1=O
3) Cc1ccc(-c2nc(CSCC(=O)NCCCN3CCOCC3)c(C)o2)cc1
4) Cc1nnc(SCC(=O)N2CCN(S(=O)(=O)c3ccccc3)CC2)[nH]c1=O
5) CN(C)/C=C(\C#N)C(=O)N/N=C/c1ccc(Cl)cc1
Compound,1,2,3,4,5
MCL1-BIM inh,-6,x,-1,-1,1
Fam108B counter,-8,x,2,-5,3
Bcl-xL primary,-2,x,2,3,0
pPAFAH inh,-8,0,-2,6,2
PAFAH1B2 FP inh,0,13,3,16,-3
PME-1 primary,-2,x,0,-3,0
AHR activator,8,-2,-1,0,18
MEX-5 binding,-1.1,x,-2.5,-1.3,0.2
GLD-1 TGE inh,-7,10,1,0,-9

6) CCCS(=O)(=O)N1CCCC(C(=O)NCC(OC)OC)C1 (stereo unspecified)
7) COc1cccc(CSc2nc(N)cc(N)n2)c1
8) CCOc1cc(CN2CCSCC2)ccc1O
9) CC(=O)Oc1c(C(=O)c2nnc(C)o2)c(=O)n(Cc2ccccc2)c2ccccc12
10) O=C(COC(=O)/C=C/c1cc(Br)ccc1F)NC1CC1
Compound,6,7,8,9,10
MCL1-BIM inh,0,6,8,0,x
Fam108B counter,0,-2,0,8,x
Bcl-xL primary,1,3,9,-4,x
pPAFAH inh,1,5,4,4,9
PAFAH1B2 FP inh,0,8,-2,-1,-3
PME-1 primary,1,-2,-3,0,x
AHR activator,6,9,2,0,-1
MEX-5 binding,1.9,0.1,0.6,1.1,x
GLD-1 TGE inh,8,1,11,0,-2

11) Cc1cnc(NC(=O)c2ccc3c(c2)C(=O)N(Cc2cccnc2)C3=O)s1
12) COCCn1c(=O)[nH]c2cc(C(=O)NCCc3ccc(S(N)(=O)=O)cc3)ccc2c1=O
13) COc1ccc2oc(C(=O)OCC(=O)Nc3ccc(OC)c(S(N)(=O)=O)c3)c(C)c2c1
14) O=C(C=C1CCN(c2ncc(C(F)(F)F)cc2Cl)CC1)NNC(=O)Nc1ccc(Cl)cc1
15) Nc1ccc(CNC(=O)OCC2c3ccccc3-c3ccccc32)cc1
Compound,11,12,13,14,15
MCL1-BIM inh,15,1,-13,5,4
Fam108B counter,-3,-4,-1,1,2
Bcl-xL primary,7,1,-3,2,-1
pPAFAH inh,6,-10,5,-1,2
PAFAH1B2 FP inh,2,1,4,0,3
PME-1 primary,2,0,-8,-3,5
AHR activator,6,5,0,-2,55*
MEX-5 binding,-4.0,2.1,2.4,-1.7,0.1
GLD-1 TGE inh,1,0,2,15,2

16) O=C(NS(=O)(=O)c1ccccc1)c1cccc(Br)c1
17) CCC(C)NC(=O)C1CCN(S(=O)(=O)c2ccc3c(c2)CC(C)N3C(C)=O)CC1 (stereo unspecified)
18) CN(C)S(=O)(=O)c1ccc(Cl)c(C(=O)NC2=NCCS2)c1
19) CCOC(=O)c1c(NC(=O)CCN2CCOCC2)sc(C)c1-c1ccccc1
20) Cc1ccc(OCc2cc(C(=O)N(C)CCc3ccccn3)no2)cn1
Compound,16,17,18,19,20
MCL1-BIM inh,-2,-11,1,4,1
Fam108B counter,-1,1,-6,-1,-3
Bcl-xL primary,2,1,0,6,4
pPAFAH inh,5,2,5,16,3
PAFAH1B2 FP inh,6,0,-1,6,-3
PME-1 primary,-4,2,5,-9,-3
AHR activator,2,-2,10,4,-2
MEX-5 binding,-1.4,0.9,-1.8,-1.7,1.0
GLD-1 TGE inh,1,8,-1,0,4

21) CCOc1ccccc1NC(=O)Nc1ccccn1
22) CCCNC(=O)c1nc(C)n(-c2ccc([N+](=O)[O-])cc2)n1
23) O=C(CN1CCN(CC(=O)Nc2cccc(F)c2)CC1)Nc1ccc(-c2ccccc2)cc1
24) COc1ccc(S(=O)(=O)N2CCCCC2)cc1Br
25) CC(Sc1nc2ccccc2s1)C(=O)Nc1ccc2c(c1)OCO2 (stereo unspecified)
Compound,21,22,23,24,25
MCL1-BIM inh,0,-6,-14,0,7
Fam108B counter,-3,1,-3,-1,5
Bcl-xL primary,-1,-3,1,3,3
pPAFAH inh,2,0,-2,0,10
PAFAH1B2 FP inh,5,x,9,6,-1
PME-1 primary,1,-3,-3,-11,5
AHR activator,54*,0,-2,-1,28
MEX-5 binding,0.1,-0.9,-2.8,-0.1,1.9
GLD-1 TGE inh,-4,2,2,-2,3

26) Cc1ccc(Cn2nc(-c3ccccc3)nc2-c2ccccc2)cc1
27) c1ccc(-c2nnc3sc(CN4CCC5(CC4)OCCO5)cn23)cc1
28) CCCCCc1nnc(NC(=O)CS(=O)(=O)Cc2ccccc2)s1
29) O=C(NCCCN1CCOCC1)c1ccc(-c2ccc(Cl)cc2)o1
30) O=C(NCc1ccco1)C(Cc1ccccc1)N1C(=O)c2ccccc2C1=O (stereo unspecified)
Compound,26,27,28,29,30
MCL1-BIM inh,4,-1,-1,3,1
Fam108B counter,0,-2,1,-1,-4
Bcl-xL primary,0,-3,2,0,7
pPAFAH inh,-6,-1,5,1,-1
PAFAH1B2 FP inh,0,-1,16,1,-1
PME-1 primary,-7,-8,-8,1,1
AHR activator,4,15,0,16,112*
MEX-5 binding,-0.6,-0.6,1.6,-1.0,0.3
GLD-1 TGE inh,5,5,0,0,1

31) COc1ccc(C(=O)C2CCCN(C(=O)c3noc4c3CCCC4)C2)cc1F (stereo unspecified)
32) O=C(NC(=S)N1CCCC1)c1ccccc1
33) Clc1ccccc1-c1nnc(-c2ccccc2Cl)o1
34) CCN(CC)C(=O)c1ccc(COc2ccccc2Cl)cc1
35) CCn1c(OC)nc2c1c(=O)n(C)c(=O)n2C
Compound,31,32,33,34,35
MCL1-BIM inh,-7,8,10,6,0
Fam108B counter,5,-1,-2,-1,2
Bcl-xL primary,-3,4,8,0,4
pPAFAH inh,3,-2,6,1,2
PAFAH1B2 FP inh,6,1,-2,-2,0
PME-1 primary,4,1,3,-6,2
AHR activator,-3,-3,18,-5,-3
MEX-5 binding,0.1,-0.9,-0.9,-0.4,0.7
GLD-1 TGE inh,3,8,6,-1,0

36) Nc1nonc1NN=C1CCCCC1
37) COc1ccccc1C(=O)Nc1onc(C)c1C#N
38) CCN1C(=O)N(C(C)=O)C2C1N(C(C)=O)C(=O)N2C(C)=O (stereo unspecified)
39) CC(C)COC(=O)N1CC(O)CC1C(=O)Nc1ccc2c(c1)OCO2 (stereo unspecified)
40) COc1cccc(/C=N/n2c(C)nc3ccccc32)c1OC
Compound,36,37,38,39,40
MCL1-BIM inh,-2,-6,-1,-12,10
Fam108B counter,8,-2,4,x,-2
Bcl-xL primary,-6,3,4,-5,4
pPAFAH inh,-1,5,10,2,4
PAFAH1B2 FP inh,2,4,5,6,2
PME-1 primary,5,6,0,0,3
AHR activator,1,1,3,2,-5
MEX-5 binding,0.0,-1.0,3.3,x,-0.7
GLD-1 TGE inh,6,-2,0,4,-3

Random excerpt: four compounds from above, in no set order.
36) Nc1nonc1NN=C1CCCCC1
40) COc1cccc(/C=N/n2c(C)nc3ccccc32)c1OC
38) CCN1C(=O)N(C(C)=O)C2C1N(C(C)=O)C(=O)N2C(C)=O (stereo unspecified)
39) CC(C)COC(=O)N1CC(O)CC1C(=O)Nc1ccc2c(c1)OCO2 (stereo unspecified)
Compound,36,40,38,39
MCL1-BIM inh,-2,10,-1,-12
Fam108B counter,8,-2,4,x
Bcl-xL primary,-6,4,4,-5
pPAFAH inh,-1,4,10,2
PAFAH1B2 FP inh,2,2,5,6
PME-1 primary,5,3,0,0
AHR activator,1,-5,3,2
MEX-5 binding,0.0,-0.7,3.3,x
GLD-1 TGE inh,6,-3,0,4

The listing continues:
41) CCOC(=O)NCc1ccc(CNC(=O)OCC)cc1
42) CSc1nnc(-c2cccc(NC(=S)NN)c2)o1
43) CN1CC(c2ccccc2)C(c2ccc(Cl)cc2)=N1 (stereo unspecified)
44) Cc1[nH]n(-c2ccccc2)c(=O)c1N=Nc1cccc(Cl)c1
45) Cc1cc(NC(=O)C(C)SCC(=O)Nc2ccccc2N2CCCC2)no1 (stereo unspecified)
Compound,41,42,43,44,45
MCL1-BIM inh,1,0,4,7,-7
Fam108B counter,3,5,5,-2,-4
Bcl-xL primary,5,6,0,1,-2
pPAFAH inh,2,1,-8,-3,-2
PAFAH1B2 FP inh,-2,5,4,5,2
PME-1 primary,-5,-1,-10,-6,-1
AHR activator,-2,5,7,58*,5
MEX-5 binding,0.7,-0.3,1.4,0.5,1.4
GLD-1 TGE inh,-4,5,-5,-3,-6

46) Cc1cc(C)cc(N(CC(=O)NC2CCCCC2)C(=O)c2ccc(C)s2)c1
47) CCCc1c(C)c2ccc(OCC(C)=O)cc2oc1=O
48) CCCCN(C(=O)CSCC(=O)Nc1ccc(OC)cc1)c1c(N)n(Cc2ccccc2)c(=O)[nH]c1=O
49) Cc1nc(NC(=O)c2cc3ccccc3o2)ccc1Br
50) COC(=O)CCc1cccc(CCC(=O)OC)c1
Compound,46,47,48,49,50
MCL1-BIM inh,-2,11,2,-1,2
Fam108B counter,0,4,1,-8,2
Bcl-xL primary,1,8,0,-3,4
pPAFAH inh,-1,2,-3,-3,2
PAFAH1B2 FP inh,0,-1,2,1,7
PME-1 primary,-2,1,7,-4,3
AHR activator,2,-6,-1,15,14
MEX-5 binding,0.6,-3.0,0.9,-2.7,0.0
GLD-1 TGE inh,7,-7,0,1,5

51) COc1ccc(OC)c(NC(=O)c2nnn(Cc3ccccc3C)c2N)c1
52) CCCCN(C(=O)c1cc2ccccc2o1)c1c(N)n(CCCC)c(=O)[nH]c1=O
53) COc1ccc(OC)c(NC(=O)N2CCc3ccccc3C2)c1
54) CNC(=O)C1CC(=O)N(Cc2ccc(OC)c(OC)c2)C(=Nc2ccc(OC)cc2)S1 (stereo unspecified)
55) Cc1cccc(NC(=O)C2C(c3ccccc3)C2(Cl)Cl)c1 (stereo unspecified)
56) CC(C)C(c1nnnn1Cc1ccc2c(c1)OCO2)N1CCN(c2ccccc2)CC1 (stereo unspecified)
Compound,51,52,53,54,55,56
MCL1-BIM inh,4,8,5,11,5,8
Fam108B counter,3,x,4,5,-8,-2
Bcl-xL primary,-1,14,5,10,7,-3
pPAFAH inh,5,2,5,0,-11,-4
PAFAH1B2 FP inh,1,1,5,0,4,0
PME-1 primary,9,-5,3,-5,-16,-5
AHR activator,3,7,7,1,22,2
MEX-5 binding,-0.1,x,0.9,-3.2,-2.8,-2.1
GLD-1 TGE inh,-2,13,-6,2,1,-12

A portion of the library; the hit share may differ from the screen's.
